TRHR ag – TRH receptor (human) agonism; TRHR cells, calcium flux fluo-8, FDSS agonist mode; activation, % at 2 µM; 360,000 compounds, 0.18% hits; AID 493084; also: 0% is about no effect
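Fluo-8-loaded TRHR cells; 10 s baseline, compound added, kinetic Ca2+ fluorescence read 1/s, agonist mode.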
D2 potentiator – positively modulates the human D2 dopamine receptor allosterically; P14416; HEK293 T-REx D2, calcium flux, EC20 dopamine potentiation; potentiation, % at 10 µM; 340,000 compounds, 0.34% hits;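 active = potentiation over 3 SD above the plate norm, cut at about 30% in these data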; also: 0% is about no effect
Target sequence (P14416 whole entry, looked up): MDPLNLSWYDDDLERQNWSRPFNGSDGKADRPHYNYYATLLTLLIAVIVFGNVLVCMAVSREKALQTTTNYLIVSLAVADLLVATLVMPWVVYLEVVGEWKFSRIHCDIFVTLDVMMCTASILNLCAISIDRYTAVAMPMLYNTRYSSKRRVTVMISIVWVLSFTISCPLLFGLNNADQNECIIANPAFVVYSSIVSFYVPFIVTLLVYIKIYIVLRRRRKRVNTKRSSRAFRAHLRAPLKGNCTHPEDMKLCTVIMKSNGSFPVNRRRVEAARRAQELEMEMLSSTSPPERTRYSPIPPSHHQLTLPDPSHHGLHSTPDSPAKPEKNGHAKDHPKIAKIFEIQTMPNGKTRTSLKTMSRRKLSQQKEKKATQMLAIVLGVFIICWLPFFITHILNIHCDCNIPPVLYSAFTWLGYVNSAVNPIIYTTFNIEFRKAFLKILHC
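Potentiation of an EC20 dopamine calcium response is measured in a force-coupled, tetracycline-inducible Hek293 Trex D2 line. Compound-only kinetic reads over 180 s flag agonists before dopamine addition.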
D1 antagonist – antagonists of human D1 dopamine receptor. activity change, negative = inhibition, % at 10 µM. 360,000 compounds, 3.2% hits. HEK293 TREx D1 cells, calcium flux, dopamine EC80; active compounds read low; in the data active = activity change below about -30%; also: % is scaled to controls: 0 for no effect and ±100 for the full control effect
Target sequence (P21728 whole entry, looked up): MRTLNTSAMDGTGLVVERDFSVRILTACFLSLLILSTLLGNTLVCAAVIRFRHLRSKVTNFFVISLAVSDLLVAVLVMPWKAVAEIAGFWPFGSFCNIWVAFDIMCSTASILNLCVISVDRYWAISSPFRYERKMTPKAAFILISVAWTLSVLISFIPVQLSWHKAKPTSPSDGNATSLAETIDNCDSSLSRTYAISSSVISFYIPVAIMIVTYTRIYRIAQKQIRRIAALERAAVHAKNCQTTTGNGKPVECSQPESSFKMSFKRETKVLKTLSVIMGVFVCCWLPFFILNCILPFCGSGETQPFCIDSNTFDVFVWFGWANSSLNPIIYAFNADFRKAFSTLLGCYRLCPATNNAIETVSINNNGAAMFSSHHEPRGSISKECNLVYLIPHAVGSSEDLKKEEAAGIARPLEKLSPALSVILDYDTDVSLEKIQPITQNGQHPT
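After overnight tetracycline induction at 30 C, force-coupled D1 HEK293 cells took up a no-wash calcium dye at room temperature. Compounds were added and monitored 180 s, and the response to EC80 dopamine was then recorded.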
RXFP1 antag – blocks the human relaxin receptor RXFP1. Q9HBX9. HEK293-RXFP1, relaxin-stimulated cAMP HTRF, 30 min; active compounds read low. activity change, negative = inhibition, % at 57.5 µM. 350,000 compounds, 0.59% hits. AID 1259400;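 active = activity change of -60% or lower, but not beyond a set lower limit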; also: % is scaled to controls: 0 for no effect and ±100 for the full control effect
D1 PAM – enhances dopamine response at the human D1 receptor; potentiation, % at 10 µM; P21728; AID 504651; HEK293 TREx D1 cells, calcium flux, dopamine EC20 potentiation; 360,000 compounds, 0.036% hits; in the data active = potentiation above about 30%; also: 0% is about no effect
D1 agonist – activates the human D1 dopamine receptor. HEK293 T-REx D1 cells, calcium flux, agonist mode. activation, % at 2 µM. 360,000 compounds, 1% hits; also: 0% is about no effect
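Inducible HEK293 T-REx D1 cells, force-coupled to calcium signalling, were plated at 4000 cells/well with tetracycline and held overnight at 30 C. After no-wash calcium dye loading, compound-evoked calcium rise over 180 s flagged agonists.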
D2 antagonist – antagonists of human D2 dopamine receptor | inhibition, % at 10 µM | P14416 | 340,000 compounds, 2% hits | AID 485344 | HEK293 TREx D2 cells, calcium flux, dopamine EC80; in the data active = inhibition above about 30%; also: 0% is about no effect
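Tetracycline-induced HEK293 T-REx cells expressing D2 force-coupled to calcium signalling were dye-loaded, exposed to compound for 180 s, then challenged with an EC80 of dopamine; calcium flux was followed kinetically for a further 180 s.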
TRHR enhancer – allosteric enhancers of human TRH receptor. P34981. TRHR cells, fluo-8 calcium fluorescence, EC20 TRH enhancement. enhancement, % at 2 µM. 360,000 compounds, 0.66% hits; in the data active = enhancement above about 30%; also: 0% is about no effect
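Enhancer read-out: after compound pinning and an initial kinetic agonist-mode read, an EC20 of TRH (10 nM final) was injected and fluo-8 calcium signal (Ex 480/Em 530) followed at 1 s/cycle for 100 cycles in TRHR-expressing cells.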
D2 ag – activates the human D2 dopamine receptor; P14416; HEK293 T-REx D2 cells, calcium flux agonist mode; activation, % at 2 µM; 340,000 compounds, 0.53% hits;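 active = activation over 3 SD above normal in the single-dose calcium agonist read, cut at about 30% in these data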; also: 0% is about no effect
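HEK293 Trex D2 cells, tetracycline-induced, o/n 30 C 5% CO2; no-wash Ca dye, RT 30–90 min; 10-cycle baseline, 23 nl cpd added, kinetic Ca read 180 s; agonist hits = positive Ca response.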
Active calls of the source: *; / = no result given. Rule as the data show it, unless noted: active = activation above about 30%; inactive = the rest.

Compound | TRHR ag | D2 potentiator | D1 antagonist | RXFP1 antag | D1 PAM | D1 agonist | D2 antagonist | TRHR enhancer | D2 ag
O=C(c1cc2ccc3cccnc3c2[nH]1)N1CCN(c2ccccc2)CC1 | -0.7 | 3 | -5 | -4 | 1 | 0 | / | -3 | 2.4
CC(=O)OC1COC(n2ccc3cc([N+](=O)[O-])ccc32)C(OC(C)=O)C1OC(C)=O (configuration not stated) | 0.2 | 14 | 9 | 1 | 4 | -1 | -8 | -1 | -0.9
Cc1nn(C(C)C(=O)NCCN2CCCC2)c(=O)c2c1sc1ccccc12 (configuration not stated) | -0.5 | -6 | 6 | 3 | -3 | 0 | -9 | -7 | 1.4
COCCNC(=O)c1ccc2c(c1)N(Cc1cccc(Cl)c1)C(=O)c1ccccc1S2(=O)=O | 0.2 | -7 | 6 | 1 | 0 | 4 | / | -7 | -0.5
O=C1CN(S(=O)(=O)c2ccc(F)cc2)c2ccccc2N1 | 0.2 | 1 | -1 | -9 | 1 | -1 | 19 | 3 | 0.8
Cc1cc(C)n(C(=O)c2ccncc2)n1 | -0.1 | 4 | 4 | / | 2 | 1 | 3 | 3 | 0.5
COc1cc(CN2CCCC(CO)(Cc3ccccc3F)C2)ccc1O (configuration not stated) | 0.2 | -6 | 8 | 1 | -6 | -1 | 14 | -4 | 0.3
CCOC(=O)CCCNC(=O)COC(=O)[C@@H]1CCCN1S(=O)(=O)c1ccc(Cl)cc1 | -1.3 | -1 | -4 | 1 | 0 | 2 | -13 | -1 | 0.0
CCNC(=O)c1ccccc1SCc1ccccc1 | 0.1 | 10 | -20 | -13 | 0 | -1 | 14 | 12 | -1.1
Cn1c(SCC(=O)c2ccc(F)cc2)nnc1-c1ccccn1 | -0.3 | 0 | -6 | -2 | 3 | 1 | -1 | 3 | 0.6
O=C(C1CCCN1S(=O)(=O)c1cccc2cccnc12)N1CCN(c2ccccc2)CC1 (configuration not stated) | -1.0 | 5 | 15 | / | -1 | 3 | 7 | 11 | 7.8
CC(=O)NC1=NN(c2ccccc2)C(=O)C1 | 2.4 | 8 | -2 | -10 | -2 | 1 | -16 | -1 | -0.3

(listing goes on)
Compound | TRHR ag | D2 potentiator | D1 antagonist | RXFP1 antag | D1 PAM | D1 agonist | D2 antagonist | TRHR enhancer | D2 ag
CCOc1ccc(C(=O)Nc2nnc(S(=O)(=O)N(C)Cc3ccco3)s2)cc1 | 0.4 | / | 2 | 7 | -6 | 3 | / | 0 | /
COc1cccc(NC(=O)c2ccccc2SC)c1 | -0.3 | -4 | -15 | 15 | -2 | 0 | -4 | -9 | 0.0
COc1cc2c(cc1O)C(Cc1ccc(O)cc1)NCC2 (configuration not stated) | 0.3 | -24 | -76* | / | -12 | -1 | 74* | 1 | -0.4
COc1ccc(OCC(O)CNC2CCCC2)cc1 (configuration not stated) | 0.1 | 14 | 4 | 8 | -3 | 2 | -1 | 15 | -0.6
COCCn1c(SCC(=O)N2CC(C)OC(C)C2)nc2c([nH]c3ccccc32)c1=O (configuration not stated) | -0.9 | -2 | 2 | 8 | -2 | 2 | -8 | -6 | -0.6
CC(=O)NC1=NN(C(C)=O)C2(CCCC2)S1 | -0.8 | 1 | 9 | 9 | 7 | 1 | -2 | 3 | 0.6
COc1cc(-c2nc3ccc4ccccc4c3c3c2CCC3)cc(OC)c1O | 1.6 | -2 | -8 | -16 | -8 | -1 | -1 | 3 | 0.5
COCCCN1CC(=O)N2C(c3ccc(OC)c(OC)c3)c3[nH]c4ccccc4c3C[C@H]2C1=O (some centres not stated) | 0.1 | 11 | 2 | 1 | -9 | 2 | 6 | 3 | -0.8
Cc1ccc(C)c(NC(=O)CCC(=O)NNC(=O)c2cccc([N+](=O)[O-])c2)c1 | -0.2 | -7 | 14 | 25 | -1 | 2 | 3 | -1 | -0.5
COC(=O)C1=CN(C)C=C(C(=O)OC)C1c1ccc(O)c(OC)c1 | -0.2 | -5 | 7 | -3 | -4 | 2 | -9 | 1 | -0.3
CC1CC(CCC(=O)NC(=S)Nc2ccc(S(N)(=O)=O)cc2)C(=O)O1 (configuration not stated) | 0.2 | 2 | 3 | 1 | -7 | 5 | -13 | 3 | 1.2
CN(CCCNC(=O)Cn1c(=O)c2cccn2c2ccccc21)Cc1ccccc1 | 0.3 | -1 | -4 | 1 | 1 | 2 | 2 | 1 | 1.8

Reprinted at random: 3 entries already listed.
Compound | TRHR ag | D2 potentiator | D1 antagonist | RXFP1 antag | D1 PAM | D1 agonist | D2 antagonist | TRHR enhancer | D2 ag
Cc1nn(C(C)C(=O)NCCN2CCCC2)c(=O)c2c1sc1ccccc12 (configuration not stated) | -0.5 | -6 | 6 | 3 | -3 | 0 | -9 | -7 | 1.4
O=C(c1cc2ccc3cccnc3c2[nH]1)N1CCN(c2ccccc2)CC1 | -0.7 | 3 | -5 | -4 | 1 | 0 | / | -3 | 2.4
COc1cccc(NC(=O)c2ccccc2SC)c1 | -0.3 | -4 | -15 | 15 | -2 | 0 | -4 | -9 | 0.0

Continued:
Compound | TRHR ag | D2 potentiator | D1 antagonist | RXFP1 antag | D1 PAM | D1 agonist | D2 antagonist | TRHR enhancer | D2 ag
COc1cc(OC)c(S(=O)(=O)Nc2ccc(C)cn2)cc1NC(C)=O | 3.3 | -3 | -12 | 16 | 4 | 2 | -19 | -5 | 1.1
CCc1ccc(NC(=O)CSc2ccc3nnc(CCNS(=O)(=O)c4ccc(OC)cc4)n3n2)cc1 | -0.2 | -6 | -3 | -23 | 2 | 0 | / | -8 | 0.0
CCOC(=O)c1sc2ncnc(OC)c2c1C | -1.3 | 9 | 9 | -5 | 1 | 2 | -3 | 4 | -2.2
CCCc1cc(=O)[nH]c(SCC(=O)Nc2nonc2N)n1 | 0.1 | 16 | -15 | -17 | -4 | 3 | -8 | 11 | 0.2
Cc1ccc2c(CC(=O)Nc3ccc(S(=O)(=O)N4CCCCC4C)cc3)coc2c1 (configuration not stated) | 1.9 | -2 | 4 | -9 | 2 | 7 | / | 3 | 3.2
CC(=O)N1CC(=O)N=C1SCC(=O)Nc1nc(-c2ccccc2)c(-c2ccccc2)s1 | 0.0 | 4 | 4 | -86* | -8 | -1 | 4 | 0 | 2.4
CN1CCN(C(=O)C2CC(c3c(F)cccc3Cl)=NO2)CC1 (configuration not stated) | 0.2 | 3 | 3 | -23 | 4 | -3 | 1 | 2 | 0.3
COc1ccc(-c2nc(N3CCCCCC3)sc2C(=O)c2ccccc2)cc1 | -0.8 | 3 | 8 | -11 | -7 | 2 | -4 | -2 | -0.5
COC(=O)C1(C)NC(c2ccc(O)cc2)C2C(=O)N(c3ccc(C)cc3)C(=O)C21 (configuration not stated) | 0.5 | 2 | -42* | 2 | -6 | 3 | -5 | 7 | 0.5
COCCNC(=S)NN=C1CCC(c2ccccc2)CC1 (configuration not stated) | -1.1 | -1 | -4 | -7 | 2 | 3 | -3 | 1 | 1.5
CCOC(=O)NC(=O)CSc1ccc(C)cc1C | -0.2 | -13 | -11 | -9 | 0 | 3 | 6 | -5 | -0.2
CCc1nnc(NC(=O)Cn2nc(-c3ccc(OC)c(OC)c3)ccc2=O)s1 | 0.1 | 5 | 6 | 0 | 4 | 2 | 4 | 7 | 0.4

The results go on:
compound	TRHR ag	D2 potentiator	D1 antagonist	RXFP1 antag	D1 PAM	D1 agonist	D2 antagonist	TRHR enhancer	D2 ag
CN1CCN(CCCNC(=O)CCC(=O)N2CCOc3ccccc32)CC1	0.2	-1	20	-8	7	3	13	5	0.2
CC(=O)c1ccc(NC(=O)c2cc3sccc3n2Cc2ccc(Cl)cc2)cc1	1.4	-1	-13	/	-1	2	/	-4	1.0
O=C(CCCCC(=O)NC1CCCC1)NC1CCCC1	0.2	-6	7	8	6	-1	-22	5	1.3
CCN(CC)S(=O)(=O)c1ccc(Cl)c(NC(=O)COC(=O)c2ccc(O)cc2)c1	0.3	3	-5	-18	-9	19	-13	-6	4.7
COc1ccccc1/C=C1/C(=O)N(c2ccccc2)N=C1C	0.9	9	12	-5	-1	0	-3	9	-0.6
O=C(NCC12CC3CC(CC(C3)C1)C2)c1cc2nc(-c3ccc(F)cc3)cc(C(F)(F)F)n2n1	1.3	1	14	10	0	4	/	-1	1.1
Cc1ccccc1C(=O)Nc1c(C)nc2ccccn2c1=O	0.2	13	12	2	-1	2	/	-1	-0.4
NS(=O)(=O)c1ccc(N/N=C2/CCCc3ccccc32)c([N+](=O)[O-])c1	-0.9	-3	/	-9	-1	0	-8	6	-0.4
COc1ccccc1NC(=O)C(=O)NCCC1CCCCN1S(=O)(=O)c1ccccc1 (configuration not stated)	-0.5	2	-1	-1	4	0	-6	0	-0.2
CC1CN(S(=O)(=O)c2cccc(C(=O)Nc3ccc(S(=O)(=O)NC4=NCCCCC4)cc3)c2)CC(C)O1 (configuration not stated)	0.2	-6	10	-5	1	3	4	-4	-1.1
N#CC1=C(Nc2ccccc2)SC=C(c2ccccc2)N=C1N1CCOCC1	-0.3	15	2	0	2	7	-1	-5	0.2
Cc1ccsc1C(=O)OCC(=O)NC1CCCC1	0.5	12	0	-8	-4	0	3	3	0.0
COc1ccc(CCNC(=O)c2cc(-c3ccc(C)c(C)c3O)n[nH]2)cc1OC	0.0	2	2	-17	-2	8	7	-8	0.4
C[N+]1(CC(=O)NNc2c3ccccc3nc3ccccc23)CCOCC1	0.1	-1	5	/	1	2	-12	-1	6.5
COc1ccc(-c2nnc3c4ccccc4c(C)nn23)cc1	-0.7	6	19	-3	-1	0	-13	3	2.4
O=C1c2ccccc2C(O)(c2ccccc2)N1CCc1ccccc1 (configuration not stated)	0.4	12	-17	-9	-3	2	-7	-1	1.8
COC(=O)C1=[N+]([O-])OC(C(=O)OC)C1c1c[nH]c2ccccc12 (configuration not stated)	-0.8	7	-5	16	-3	3	15	1	0.0
COc1ccc(C2CC(c3ccc4ccccc4c3OC(C)=O)=NN2C(=O)/C=C/c2ccccc2)cc1 (configuration not stated)	0.6	19	7	-10	3	3	-6	0	2.1
Cc1nc2ccc(NC(=O)COc3ccccc3)cc2s1	-0.9	-1	-9	-5	3	1	3	3	0.9
COc1ccc(Cc2nc3ccc(C(=O)N4CCCCC4CCO)cc3o2)cc1 (configuration not stated)	-0.2	-2	13	3	-7	1	7	-6	0.8
O=C(c1ccc2c(c1)N(Cc1cccc(Cl)c1)C(=O)c1ccccc1S2(=O)=O)N1CCN(c2ccccn2)CC1	0.8	3	-22	-11	-2	3	0	-4	0.0
COc1ccc(C2=CC(c3ccc(F)cc3)n3ncc(C(=O)Nc4ccc(C)cc4)c3N2)cc1 (configuration not stated)	-1.2	-2	-2	-13	-3	8	/	-5	3.8
Cc1[nH]c2ccccc2c1C1(O)C(=O)Nc2ccc(Cl)cc21 (configuration not stated)	0.0	0	-10	/	-2	0	/	-2	0.0
Cc1ccn(-c2cc(O)c(-n3ccc(C)n3)cc2O)n1	0.0	-6	1	-7	-7	-1	-4	-6	1.4
CN(C)S(=O)(=O)c1ccc(-c2csc(N/N=C/c3ccco3)n2)cc1	-0.2	7	-22	-72*	-6	12	-22	-7	0.4
O=C(CSc1ccc2ccccc2n1)NCCC1=CCCCC1	0.0	-11	9	-22	-6	2	10	13	-0.5
Cc1ccccc1OCCNC(=O)/C=C/c1ccc([N+](=O)[O-])cc1	-0.1	1	-3	-10	9	2	-11	-5	-0.7
